High-throughput results as filed in PubChem.
IMP-1 inhibitor: IMP-1 metallo-beta-lactamase inhibitors, primary screen, biochemical, epi-absorbance readout, Pseudomonas aeruginosa enzyme | metallo-beta-lactamase IMP-1 (Pseudomonas aeruginosa) | purified IMP-1, nitrocefin hydrolysis, epi-absorbance fluorescence | inhibition, % at 5.6 µM | 290,000 tested, 0.45% active | AID 1556, 2009;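 active = inhibition above the mean plus 3 SD of all compounds in the same screening run, cut at about 4.5% in these data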;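 note: 0% = IMP-1 with DMSO and 100% = DMSO wells lacking enzyme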
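System – purified recombinant IMP-1 beta-lactamase · Input – IMP-1 dispensed at 0.2 nM · Timing – 15 min preincubation plus 25 min reaction at 25 °C · Signal – Epi-absorbance fluorescence, 480 nm excitation, 530 nm emission · Measure – percent IMP-1 inhibition derived from blank-referenced optical density · Controls – Enzyme-plus-DMSO low control, enzyme-free DMSO high control · Replication – singlicate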
SUMO HTRF inh: inhibitors of in vitro SUMOylation cascade, primary screen, biochemical, HTRF, uHTS; SUMO-conjugating enzyme UBC9 (Homo sapiens), P63279; HTRF SUMOylation assay, SAE1/SAE2 + UBC9; inhibition, % at 35 µM; 290,000 tested, 0.36% active; in the data active = inhibition above about 50%, passing the limit was not always enough; note: strong numbers were not always called active
VIM-2 inhibitor: VIM-2 metallo-beta-lactamase inhibitors, primary screen, biochemical, epi-absorbance readout, Pseudomonas aeruginosa enzyme; purified VIM-2, nitrocefin hydrolysis, epi-absorbance fluorescence; inhibition, % at 5.6 µM; 290,000 tested, 0.89% active;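 active = inhibition above the mean of all tested compounds plus 3 SD, cutoff set per screening run, cut at about 7.5% in these data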;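 note: red hydrolysis product quenches plate fluorescence so inhibitors raise well fluorescence; 0% = enzyme with DMSO and 100% = DMSO without enzyme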
pCIP destab: p/CIP-EGFP fusion destabilizers, primary screen, fluorescence, F442A cells; Q05BA5; 16 h; decrease of EGFP signal, % at 10 µM; 290,000 tested, 0.01% active; AID 1984, 2009;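 active = EGFP signal decrease of at least 30% at 10 µM or well 3 SD below plate mean, unless failing retest; inactive = the rest, including hits failing retest or dose response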; note: some compounds called inactive have numbers as strong as hits; many of its hits are not listed in these tables
NS3 helicase inh: inhibitors of HCV NS3 helicase, primary screen, biochemical, Cy5 molecular beacon fluorescence. Hepatitis C virus NS3 helicase. NS3 helicase DNA unwinding. inhibition, % at 10.9 µM. 290,000 tested, 0.56% active. AID 1800, 2009;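 active = inhibition above the mean of all tested compounds plus 3 SD, set per campaign, cut at about 35% in these data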;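 note: 0% = DMSO wells and 100% = thioflavine S control wells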
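Control set: DMSO versus 110 µM thioflavine S; Material: NS3 helicase fragment of HCV; Measured by: Cy5 fluorescence at 0 and 60 min, beacon hairpin quenching; Read-out basis: percent inhibition from t60/t0 fluorescence ratio; Times: reaction time 60 min, 25 °C; Repeats: single replicate; Compound dosing: single dose, 10.9 µM nominal final, DMSO 0.8% final.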
IDE cell activ: human IDE activators in live cells, primary screen, fluorescence polarization, HEK cells, FAbeta-B substrate. Insulin-degrading enzyme (Homo sapiens), P14735. FAbeta-B cleavage; 0% vehicle, 100% cell-free pure enzyme wells. activation, % at 5.96 µM. 340,000 tested, 0.073% active;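 active = activation above the mean of all tested compounds plus 3 SD, set per screening campaign, cut at about 17% in these data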
Target sequence (P14735 whole entry, looked up): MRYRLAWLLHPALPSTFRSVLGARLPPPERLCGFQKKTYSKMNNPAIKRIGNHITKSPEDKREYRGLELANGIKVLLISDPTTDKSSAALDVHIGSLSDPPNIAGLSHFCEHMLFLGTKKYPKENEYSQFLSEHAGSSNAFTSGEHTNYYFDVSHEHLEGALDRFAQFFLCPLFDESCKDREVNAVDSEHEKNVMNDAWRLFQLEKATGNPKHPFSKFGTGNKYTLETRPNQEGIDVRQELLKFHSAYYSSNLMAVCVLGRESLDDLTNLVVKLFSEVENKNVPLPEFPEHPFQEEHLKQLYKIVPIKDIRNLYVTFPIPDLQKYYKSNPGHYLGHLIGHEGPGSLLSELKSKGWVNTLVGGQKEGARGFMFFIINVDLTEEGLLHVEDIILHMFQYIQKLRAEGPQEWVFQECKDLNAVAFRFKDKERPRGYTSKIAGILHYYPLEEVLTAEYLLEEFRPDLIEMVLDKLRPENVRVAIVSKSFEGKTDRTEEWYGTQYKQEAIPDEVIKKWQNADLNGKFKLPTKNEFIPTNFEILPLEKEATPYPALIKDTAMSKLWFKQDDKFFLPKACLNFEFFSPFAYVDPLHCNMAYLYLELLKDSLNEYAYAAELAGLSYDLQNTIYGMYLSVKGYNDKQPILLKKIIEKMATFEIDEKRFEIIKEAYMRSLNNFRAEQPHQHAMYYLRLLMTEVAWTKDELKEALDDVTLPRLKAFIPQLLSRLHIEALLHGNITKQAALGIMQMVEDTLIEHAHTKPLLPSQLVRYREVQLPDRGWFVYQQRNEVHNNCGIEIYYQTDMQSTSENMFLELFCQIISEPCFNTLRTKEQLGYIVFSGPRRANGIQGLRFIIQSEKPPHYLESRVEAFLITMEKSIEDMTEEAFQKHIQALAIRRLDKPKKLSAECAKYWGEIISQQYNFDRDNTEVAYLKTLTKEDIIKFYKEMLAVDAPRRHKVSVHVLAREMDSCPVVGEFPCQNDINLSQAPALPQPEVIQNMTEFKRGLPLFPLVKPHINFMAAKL
CRFBP-R2 block: antagonists of CRF-BP/CRF-R2 complex, primary screen, cell-based, HEK293, calcium dye fluorescence, uHTS; inhibition, % at 11.8 µM; 350,000 tested, 0.59% active; AID 588475, 2011; CRF-induced calcium fluorescence;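 active = inhibition of the ligand-induced calcium signal above about 50% at the single tested concentration, limit read from the data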
IDE cell inh: human IDE inhibitors in live cells, primary screen, fluorescence polarization, HEK cells, FAbetaB substrate. Insulin-degrading enzyme (Homo sapiens), P14735. inhibition, % at 5.59 µM. AID 434962, 2010. FAbetaB cleavage. 320,000 tested, 0.41% active;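 active = percent inhibition above the average of all tested compounds plus 3 SD, set per screening campaign, cut at about 16% in these data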;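 note: IDE supplied by intact live HEK cells; FP after avidin binding of uncleaved biotin substrate so inhibition keeps polarization high; 0% = DMSO wells and 100% = 60 µM reference IDE inhibitor Ii1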
GalR3 antagonist: GalR3 antagonists in HEK293 cells, primary screen, cell-based, fluorescence readout; Galanin receptor type 3 (Homo sapiens), O60755; inhibition, % at 3 µM; HEK293 GalR3-CNG cAMP membrane potential fluorescence; galR3 body fused to GalR1 C-terminus; 360,000 tested, 0.44% active;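 active = inhibition above the screen-wide average plus 3 SD, cut at about 13% in these data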;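 note: forskolin and galanin both at EC90 stimulate the cells; cAMP rise reported by CNG channel membrane potential dye signal; 0% = forskolin plus galanin with DMSO and 100% = forskolin alone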
An asterisk follows results filed as active.

Screening COCCNC(=O)C(c1ccco1)N(C(=O)Cn1nnc2ccccc21)c1ccc(C)cc1C (stereo not given) returned IMP-1 inhibitor -9.4, SUMO HTRF inh -24, VIM-2 inhibitor 0.5, pCIP destab 8, NS3 helicase inh -1, IDE cell activ 2, CRFBP-R2 block -7, IDE cell inh -1 and GalR3 antagonist -2.
`CCN1CCN(S(=O)(=O)c2ccc(Cl)c(C(=O)NC3CCC(C)CC3)c2)CC1` (stereo not given) gave IDE cell activ -1, CRFBP-R2 block -5, IDE cell inh 1 and GalR3 antagonist 1.
Screening COc1c(C)cc(Br)cc1C(=O)NCc1cccnc1 returned IMP-1 inhibitor -1.4, SUMO HTRF inh -1, VIM-2 inhibitor -3.0, pCIP destab -6, NS3 helicase inh 8, IDE cell activ 4, CRFBP-R2 block 15, IDE cell inh -5 and GalR3 antagonist -4.
For CC(=O)N(CCC(Cc1ccccc1)c1ccco1)Cc1ccco1 (stereo not given) the results were IMP-1 inhibitor 3.5, SUMO HTRF inh 13, VIM-2 inhibitor -2.0, pCIP destab -9, NS3 helicase inh 21, IDE cell activ 3, CRFBP-R2 block 6, IDE cell inh -2 and GalR3 antagonist -5.
For CC1CCCN(C(=O)CSc2nnc(-c3ccco3)n2C)C1 (stereo not given) the results were IMP-1 inhibitor -1.6, SUMO HTRF inh 3, VIM-2 inhibitor 0.3, pCIP destab 0, NS3 helicase inh 2, IDE cell activ 5, CRFBP-R2 block 0, IDE cell inh 3 and GalR3 antagonist -8.
Screening CC(NCC(O)COCCC12CC3CC(CC(C3)C1)C2)c1ccccc1 (stereo not given) returned IMP-1 inhibitor -1.8, SUMO HTRF inh -1, VIM-2 inhibitor -0.7, pCIP destab 1, NS3 helicase inh -75, IDE cell activ 4, CRFBP-R2 block -100, IDE cell inh -5 and GalR3 antagonist -4.
CC1CCCCN1C(=O)COC(=O)CNC(=O)c1sc2ccccc2c1Cl (stereo not given) was read as IDE cell activ 5, CRFBP-R2 block 8, IDE cell inh -1 and GalR3 antagonist -4.
C=CCn1c(SCC(=O)Nc2cc(C)cc(C)c2)nnc1-c1cnccn1 was read as IMP-1 inhibitor -2.5, SUMO HTRF inh -14, VIM-2 inhibitor -0.6, pCIP destab -4, NS3 helicase inh 10, IDE cell activ 3, CRFBP-R2 block 8, IDE cell inh -5 and GalR3 antagonist -6.
`O=C(Nc1ccc(Cl)cc1F)C1CCN(S(=O)(=O)c2cccc3nonc23)CC1` gave IMP-1 inhibitor -0.7, SUMO HTRF inh 11, VIM-2 inhibitor -1.9, pCIP destab -3, NS3 helicase inh 13, IDE cell activ 5, CRFBP-R2 block -39, IDE cell inh -12 and GalR3 antagonist -3.
Screening CC1CCC(NC(=O)C2(C)CCC(=O)N2Cc2cccnc2)CC1 (stereo not given) returned IMP-1 inhibitor -3.5, SUMO HTRF inh -4, VIM-2 inhibitor -5.1, pCIP destab -4, NS3 helicase inh 0, IDE cell activ 7, CRFBP-R2 block -1, IDE cell inh 1 and GalR3 antagonist 0.
COc1ccc(/C=C2\SC(N)=NC2=O)cc1Cl was read as IMP-1 inhibitor -3.9, SUMO HTRF inh 10, VIM-2 inhibitor -1.2, pCIP destab 4, NS3 helicase inh 11, IDE cell activ 2, CRFBP-R2 block -10, IDE cell inh 4 and GalR3 antagonist -8.
Screening CC1(C(=O)Nc2ccc3c(c2)OCCO3)CC1(Cl)Cl (stereo not given) returned IMP-1 inhibitor -1.6, SUMO HTRF inh 15, VIM-2 inhibitor -0.9, pCIP destab 3, NS3 helicase inh -2, IDE cell activ 2, CRFBP-R2 block 4, IDE cell inh -2 and GalR3 antagonist -3.
Screening Brc1ccc(-c2ncc(-c3ccccc3)cn2)cc1 returned IMP-1 inhibitor -3.4, SUMO HTRF inh -9, VIM-2 inhibitor -7.0, pCIP destab 4, NS3 helicase inh -9, IDE cell activ 4, CRFBP-R2 block -5 and IDE cell inh 0.
Cc1ccc(NNc2c(C)nc3ccccc3nc2=O)cc1 was read as IMP-1 inhibitor -1.3, SUMO HTRF inh 7, VIM-2 inhibitor -1.6, pCIP destab -3, NS3 helicase inh 3, CRFBP-R2 block 19, IDE cell inh 3 and GalR3 antagonist 0.
`Cc1ccc(/C=N/NC(=O)C2(C)CC2(Br)Br)cc1` (stereo not given) gave IMP-1 inhibitor -1.7, SUMO HTRF inh 4, VIM-2 inhibitor -1.4, pCIP destab 2, NS3 helicase inh -4, IDE cell activ 2, CRFBP-R2 block -31, IDE cell inh 3 and GalR3 antagonist 1.
For CC(C)CCn1cnc2c(c1=O)c1nc3ccccc3nc1n2Cc1ccc2c(c1)OCO2 the results were IMP-1 inhibitor -0.2, SUMO HTRF inh -7, VIM-2 inhibitor -2.3, pCIP destab -21, NS3 helicase inh -2, IDE cell activ 7, CRFBP-R2 block 22 and GalR3 antagonist -3.
Screening COc1cc(OC)c(NS(=O)(=O)c2cc(C(=O)OCC(=O)NCC3CCCO3)ccc2OC)cc1Cl (stereo not given) returned IMP-1 inhibitor -2.9, SUMO HTRF inh -10, VIM-2 inhibitor -2.4, pCIP destab 11, NS3 helicase inh -4, IDE cell activ 2, CRFBP-R2 block 7, IDE cell inh -5 and GalR3 antagonist -6.
`CCOCCn1c(SCc2ccccc2)nc2c1c(=O)[nH]c(=O)n2C` gave SUMO HTRF inh -20, pCIP destab -10, IDE cell activ 6, CRFBP-R2 block -20 and IDE cell inh 1.
Screening O=c1c2ccccc2nc(N2CCN(c3ccccc3)CC2)n1Cc1ccccc1 returned IMP-1 inhibitor -3.2, SUMO HTRF inh -16, VIM-2 inhibitor -3.4, pCIP destab -8, NS3 helicase inh -7, IDE cell activ 9, CRFBP-R2 block -10, IDE cell inh 9 and GalR3 antagonist 1.
Screening CCOc1ccc(/C=C/C(=O)CCC(=O)O)cc1 returned IMP-1 inhibitor -0.9, SUMO HTRF inh 11, VIM-2 inhibitor -2.2, pCIP destab -9, NS3 helicase inh -2, IDE cell activ 3, CRFBP-R2 block 3, IDE cell inh 3 and GalR3 antagonist 0.
O=C(N/N=C/C=C/c1ccccc1)c1cccs1 was read as IMP-1 inhibitor -3.2, SUMO HTRF inh 2, VIM-2 inhibitor -0.2, pCIP destab -14, NS3 helicase inh -1, IDE cell activ 2, CRFBP-R2 block 10, IDE cell inh -8 and GalR3 antagonist -2.
CCCn1nc(Oc2nc(SC)nc(N(C)C)n2)ccc1=O was read as IMP-1 inhibitor -3.1, SUMO HTRF inh 5, VIM-2 inhibitor -0.3, pCIP destab -5, NS3 helicase inh -5, IDE cell activ -5, CRFBP-R2 block -39, IDE cell inh -1 and GalR3 antagonist -2.
`COc1ccc(CCNC(=O)C2CCN(S(=O)(=O)N3CCCCC3)CC2)cc1OC` gave IMP-1 inhibitor -5.4, SUMO HTRF inh 5, VIM-2 inhibitor -1.4, pCIP destab -10, NS3 helicase inh 0, IDE cell activ 5, CRFBP-R2 block -5, IDE cell inh -1 and GalR3 antagonist -5.
`CCC(C(=O)OCC(=O)N1CCN(S(=O)(=O)c2ccc(C)cc2C)CC1)c1ccccc1` (stereo not given) gave IDE cell activ 1, CRFBP-R2 block 40, IDE cell inh 1 and GalR3 antagonist -5.
Screening CCC(CC)C(=O)Oc1c(Sc2ccccc2[N+](=O)[O-])c(C)nn1C(C)(C)C returned IMP-1 inhibitor 1.4, SUMO HTRF inh -4, VIM-2 inhibitor 0.7, pCIP destab -16, NS3 helicase inh -11, IDE cell activ 3, CRFBP-R2 block -35, IDE cell inh 0 and GalR3 antagonist -5.
For O=C(O)c1ccc(NS(=O)(=O)c2cccc3cccnc23)cc1 the results were IMP-1 inhibitor -2.5, SUMO HTRF inh 11, VIM-2 inhibitor -0.5, pCIP destab -10, NS3 helicase inh -1, IDE cell activ 4, CRFBP-R2 block 2, IDE cell inh -3 and GalR3 antagonist 5.
COc1ccccc1N1CCN(C(=O)CN2C(=O)c3cccc4cccc(c34)C2=O)CC1 was read as IMP-1 inhibitor -2.5, SUMO HTRF inh 13, VIM-2 inhibitor -5.8, pCIP destab -14, NS3 helicase inh -4, IDE cell activ 3, CRFBP-R2 block 5, IDE cell inh 1 and GalR3 antagonist 1.
Screening COc1ccccc1NS(=O)(=O)c1ccc2nc(CCl)[nH]c2c1 returned IMP-1 inhibitor -1.5, SUMO HTRF inh -4, VIM-2 inhibitor -3.3, pCIP destab -11, NS3 helicase inh -1, IDE cell activ 2, CRFBP-R2 block 0, IDE cell inh -6 and GalR3 antagonist -13.
Cc1ccc2[nH]cc(CCNC(=O)c3cccs3)c2c1 was read as IMP-1 inhibitor -2.0, SUMO HTRF inh -11, VIM-2 inhibitor -2.5, pCIP destab -21, NS3 helicase inh -5, IDE cell activ 0, CRFBP-R2 block 1 and GalR3 antagonist -11.
Cc1sc2ncnc(NCC3COc4ccccc4O3)c2c1C (stereo not given) was read as IMP-1 inhibitor -2.8, SUMO HTRF inh -4, VIM-2 inhibitor 1.6, pCIP destab -11, NS3 helicase inh -6, IDE cell activ -9, CRFBP-R2 block 17, IDE cell inh 10 and GalR3 antagonist 100*.
O=C(Nc1ccccc1Cl)c1csc(-c2cccnc2)n1 was read as IMP-1 inhibitor -1.7, SUMO HTRF inh 13, VIM-2 inhibitor 1.6, pCIP destab 2, NS3 helicase inh 0, IDE cell activ 4, CRFBP-R2 block -3, IDE cell inh -4 and GalR3 antagonist 1.
Cc1c(S(=O)(=O)N2CCN(C(=O)c3ccco3)CC2)c(=O)n(C)c(=O)n1C was read as IMP-1 inhibitor -0.5, SUMO HTRF inh 2, VIM-2 inhibitor -2.1, pCIP destab -5, NS3 helicase inh -5, IDE cell activ 1, CRFBP-R2 block 10 and IDE cell inh 2.
For CCOC(=O)c1ccc(NC(=O)c2c(N)n(Cc3ccccc3)c(=O)[nH]c2=O)cc1 the results were IDE cell activ 6, CRFBP-R2 block 0, IDE cell inh 0 and GalR3 antagonist -3.

Random excerpt: two records from the list.
For CC(C)CCn1cnc2c(c1=O)c1nc3ccccc3nc1n2Cc1ccc2c(c1)OCO2 the results were IMP-1 inhibitor -0.2, SUMO HTRF inh -7, VIM-2 inhibitor -2.3, pCIP destab -21, NS3 helicase inh -2, IDE cell activ 7, CRFBP-R2 block 22 and GalR3 antagonist -3.
COc1ccc(/C=C2\SC(N)=NC2=O)cc1Cl was read as IMP-1 inhibitor -3.9, SUMO HTRF inh 10, VIM-2 inhibitor -1.2, pCIP destab 4, NS3 helicase inh 11, IDE cell activ 2, CRFBP-R2 block -10, IDE cell inh 4 and GalR3 antagonist -8.
